RTF Ca sens act: increases calcium sensitivity of human cardiac regulated thin filaments; P19429+P45379; IANBD-labeled TnC RTF fluorescence at EC20 calcium; 0% EC20 calcium, 100% full calcium; activation, % at 7.2 µM; 340,000 compounds, 0.24% hits;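 active means activation above the mean over all tested compounds plus 3 SD, cut at about 30% in these data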;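 further: rise in fluorescence read as greater calcium sensitivity of cardiac thin filaments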
dFosB act: enhances mouse delta FosB homodimer DNA binding; P13346; purified delta FosB, TAMRA-CDK5 oligo fluorescence polarization; percent of positive-control signal above neutral wells; activation, % at 25 µM; 340,000 compounds, 0.99% hits; AID 493131;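 active means mean activation above about 17%, with every replicate also reaching it, limit read from the data, passing the limit was not always enough; inconclusive means only one of the two conditions met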;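 further: fluorescence polarization rise as delta FosB binds a TAMRA Cdk5 AP-1 oligo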
Target sequence (P13346 whole entry, looked up): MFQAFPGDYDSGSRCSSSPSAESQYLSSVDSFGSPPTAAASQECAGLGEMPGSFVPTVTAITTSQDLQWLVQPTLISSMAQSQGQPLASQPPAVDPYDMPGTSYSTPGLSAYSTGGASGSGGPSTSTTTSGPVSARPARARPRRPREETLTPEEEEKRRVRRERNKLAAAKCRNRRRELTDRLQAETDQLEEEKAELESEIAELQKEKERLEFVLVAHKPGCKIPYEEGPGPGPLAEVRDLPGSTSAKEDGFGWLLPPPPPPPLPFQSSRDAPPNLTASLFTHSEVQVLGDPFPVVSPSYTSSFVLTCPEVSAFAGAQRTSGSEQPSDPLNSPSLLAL
V-ATPase pH: yeast V-ATPase proton transport regulation by pHLuorin; S. cerevisiae, pHLuorin cytosolic pH fluorescence; response, % at 10 µM; 350,000 compounds, 0.37% hits; AID 504577; in the data active means response mostly above about 7.3%, no sharp cut-off; inactive means mostly below about 5.4%; further: actives read high; inactives centre near 0; some compounds called inactive have numbers as strong as hits
CAL PDZ FP-1: human CAL PDZ-peptide interaction inhibition. Q9HD26. purified CAL PDZ, TMR-peptide fluorescence polarization, 1 h. inhibition, % at 20 µM. 330,000 compounds, 0.02% hits. AID 504414;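 active means highest replicate inhibition of at least 40%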;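 further: plate controls were DMSO neutral control wells for no effect and unlabeled competitor peptide control wells for full effect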
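Control set: unlabelled peptide and DMSO controls / Material: purified CerCALP PDZ construct / Timing: 1 h incubation at room temperature before polarization reading / Doses: 20 µM, one dose / Detection: fluorescence polarization (mP)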
Tat transport: E. coli Tat transport inhibition; E. coli MC4100 TorA-mCherry Tat export, fluorescence; inhibition, % at 10 µM; 340,000 compounds, 0.036% hits; AID 488895;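 active means mean replicate inhibition at least 50% and at least half of replicates individually reaching 50%; inconclusive means only one of the two criteria met; inactive means neither criterion met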;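 further: exported cargo escapes ClpAP degradation while cytoplasmic cargo is degraded and loses fluorescence; 0% = median of neutral control wells and 100% = median of NaSCN control wells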
Rtt109 Vps75: inhibitors of Candida albicans Rtt109/Vps75 histone acetyltransferase; inhibition, % at 34.9 µM; 330,000 compounds, 0.16% hits; Q5AAJ8; purified Rtt109/Vps75, ThioGlo CoA-SH fluorescence, 4 h; AID 540336;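 active means inhibition of at least 50% in every replicate; inconclusive means best replicate reaches 50% inhibition but some replicates fall short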
MITF act: increases MITF-driven TRPM1 promoter luciferase signal. SK-MEL-5 TRPM1-promoter luciferase, 24 h; % of positive control, neutral wells = 0. activation, % at 12.5 µM. 300,000 compounds, 0.75% hits;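 active means mean activation of at least 80% with every replicate also reaching 80%; inconclusive means mean reaches 80% but some replicate falls short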;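 further: 0% = neutral control wells and 100% = parthenolide positive control wells; values of inactives mirror those of a sister screen read the other way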
CDK5 inh: CDK5/p35 (human) kinase inhibition; Recombinant CDK5/p35, ADP-Glo luminescence, 60 min; inhibition, % at 10 µM; 330,000 compounds, 0.01% hits; AID 488839;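 active means highest replicate inhibition of at least 50% and at least 75% of replicates reaching 50%; inconclusive means only one of the two criteria met; inactive means both criteria failed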;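 further: plate controls were DMSO neutral control for no effect and GW8510 at 10 µM for full effect; many of its hits are not listed in these tables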
Target sequence (Q00535 whole entry, looked up): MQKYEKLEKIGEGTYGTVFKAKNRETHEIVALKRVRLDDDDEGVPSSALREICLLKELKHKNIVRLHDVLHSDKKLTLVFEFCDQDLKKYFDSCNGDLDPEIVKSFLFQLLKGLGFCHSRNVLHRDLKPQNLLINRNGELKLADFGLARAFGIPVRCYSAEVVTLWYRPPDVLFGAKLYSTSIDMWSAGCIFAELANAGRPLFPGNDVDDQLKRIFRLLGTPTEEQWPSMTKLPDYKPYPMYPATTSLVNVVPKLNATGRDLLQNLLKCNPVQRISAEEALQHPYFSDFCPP
Target sequence (Q15078 whole entry, looked up): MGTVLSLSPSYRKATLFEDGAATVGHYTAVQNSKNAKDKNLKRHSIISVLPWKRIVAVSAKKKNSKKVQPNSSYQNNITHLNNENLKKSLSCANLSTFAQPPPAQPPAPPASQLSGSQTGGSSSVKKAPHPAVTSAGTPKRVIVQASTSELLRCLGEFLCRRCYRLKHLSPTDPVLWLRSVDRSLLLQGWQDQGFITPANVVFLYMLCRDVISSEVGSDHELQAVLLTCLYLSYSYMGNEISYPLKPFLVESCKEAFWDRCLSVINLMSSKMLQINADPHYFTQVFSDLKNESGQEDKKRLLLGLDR
Wnt bcat act: Wnt/beta-catenin pathway activation; activation, % at 9.35 µM; 300,000 compounds, 1.2% hits; Wnt/beta-catenin reporter cell assay, activator, plate reader; in the data active means activation above about 30%, passing the limit was not always enough; inconclusive means no clear call, values can overlap the other calls;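 further: 0% = neutral control wells and 100% = positive control wells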
CAL PDZ FP-2: inhibitors of human CAL PDZ peptide binding. Q9HD26. purified CAL PDZ, TMR-peptide fluorescence polarization, 1 h. inhibition, % at 24.9 µM. 300,000 compounds, 0.92% hits. AID 602252;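 active means mean inhibition of at least 30% with at least half of replicates also reaching 30%; inconclusive means no clear call, values can overlap the other calls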;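 further: 0% = DMSO neutral control and 100% = excess unlabeled competitor peptide PRC23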
Starred values were filed as active, the others as inactive; ? = inconclusive; nt = not tested or not shown.

Values run as follows: RTF Ca sens act | V-ATPase pH | dFosB act | Wnt bcat act | CAL PDZ FP-2 | Tat transport | CDK5 inh | MITF act | CAL PDZ FP-1 | Rtt109 Vps75
(1) CCCCCC(=O)Nc1cc(S(=O)(=O)O)cc2cc(S(=O)(=O)O)cc(O)c12
→ -49 | 0 | -12 | 0 | 10 | 12 | -0.5 | -5 | -1.3 | 7
(2) COC(CNC(=O)c1cc(S(=O)(=O)N2CCc3ccccc32)ccc1F)OC
→ 5 | -3 | -4 | -1 | -7 | -6 | -0.7 | 4 | 0.7 | -13
(3) [O-]/C(=C(\C(=S)Nc1cccc2ccccc12)[n+]1ccccc1)c1cccs1
→ 3 | -4 | 0 | -2 | nt | -3 | -1.5 | -31 | 0.8 | 9
(4) CCOC(=O)c1c(NC(=O)Nc2ccc(Cl)cc2)sc(C)c1C
→ 6 | 2 | 3 | -8 | 0 | 20 | -2.6 | -4 | -3.2 | -9
(5) O=C(Nc1ccc(F)cc1F)c1cccc(C(=O)Nc2ccc(F)cc2F)n1
→ 5 | -1 | 1 | -4 | -3 | -12 | 0.1 | -19 | -1.2 | -5
(6) COc1ccc2o/c(=N\O)c(C(=O)Nc3ccccc3OC)cc2c1
→ -9 | 3 | -4 | nt | 4 | -2 | -0.9 | -29 | -0.2 | 7
(7) COc1cc2c(cc1OC)C(c1ccsc1)CC(=O)N2 (stereo unspecified)
→ -4 | 1 | -7 | nt | -3 | -10 | 1.6 | -13 | 0.7 | 9
(8) O=C(c1cc(-c2ccc(O)cc2)on1)N1CCOCC1
→ -3 | 0 | -2 | 20 | -2 | -2 | 1.3 | 57 | -1.9 | -3
(9) O=C(c1ccccc1)N1CCSC1=S
→ -2 | 7 | 2 | 2 | nt | -4 | 0.8 | nt | -0.7 | 0
(10) CCCc1cc(C(=O)NC(C)C2CCCO2)cs1 (stereo unspecified)
→ -2 | -1 | -1 | 5 | 8 | 1 | -1.9 | 8 | -2.3 | -2
(11) CCc1cccc(C)c1NC(=O)C1CCCN1C(=O)NCc1ccccc1 (stereo unspecified)
→ -6 | -2 | 0 | 3 | 1 | 1 | 4.1 | 1 | -2.0 | 4
(12) CCOC(=O)N1CCc2c(sc3nc(SC(C)C)n(N)c(=O)c23)C1
→ -4 | 6 | -15 | -1 | -7 | 6 | -1.1 | -3 | -2.3 | -2
(13) COc1ccc(N(CC(=O)NC2CCCC2)C(=O)Cn2nnc(-c3ccc(C)cc3)n2)cc1
→ 0 | 7 | -1 | -10 | nt | 6 | 0.2 | -3 | -1.7 | -7
(14) CN1/C(=C\C(=O)c2cccs2)C(C)(C)c2ccccc21
→ 4 | -2 | -7 | 2 | -2 | 2 | -2.2 | 19 | -1.1 | -2
(15) Fc1cccc(CSc2ncnc3c2ncn3C2CCCCO2)c1 (stereo unspecified)
→ 4 | -1 | -15 | -1 | -3 | 9 | 0.5 | 98* | -1.0 | -38
(16) CCOc1ccc(-c2[nH]ncc2Oc2cccc(OC)c2)c(O)c1
→ -2 | -1 | -1 | nt | -2 | 9 | -0.4 | -8 | -0.1 | 19
(17) Cc1ccc(Nc2nc(N)c([N+](=O)[O-])c(NCc3ccco3)n2)cc1C
→ -4 | 2 | ? | nt | -1 | 4 | 0.9 | 13 | -0.1 | 5
(18) CC1=NN(C(=O)c2c(Br)c(C)nn2C)C(O)(C(F)(F)F)C1 (stereo unspecified)
→ -8 | 1 | 1 | -1 | -3 | -2 | 1.5 | -19 | -0.2 | 0
(19) CCOc1ccc2nc(N3CCC(C(=O)N4CCN(C(=O)c5ccco5)CC4)CC3)sc2c1
→ 4 | 12* | -5 | nt | nt | 2 | 1.3 | 12 | 0.7 | 9
(20) CCCNC(=O)c1ccccc1NC(=O)C1COc2ccccc2O1 (stereo unspecified)
→ -1 | -2 | 3 | 0 | -4 | 7 | 0.0 | 18 | -1.3 | 8
(21) O=C(Nc1nc2c(F)cc(F)cc2s1)c1ccccn1
→ 0 | -2 | -10 | 26 | -3 | -9 | -0.2 | -64 | -1.1 | 17
(22) CCC1(c2ccc(Cl)cc2)NC(=O)N(CC(=O)NCc2ccc(F)cc2)C1=O (stereo unspecified)
→ 1 | 4 | -13 | -1 | -3 | 7 | 0.3 | 0 | -2.1 | -8
(23) O=C(NCCCn1ccnc1)c1ccc(Br)o1
→ 7 | 5 | -4 | nt | -4 | 5 | 5.3 | 2 | 0.8 | 10
(24) Cc1ccc(NC(=O)C2CCN(S(=O)(=O)c3ccc4c(c3)NC(=O)CO4)CC2)cc1C
→ -2 | -2 | -7 | -2 | -3 | 2 | -0.9 | 4 | -3.4 | 10
(25) CO/N=C/c1ccc(N2CCCC2)c([N+](=O)[O-])c1
→ 0 | 3 | 1 | 29 | 5 | 4 | 1.9 | 29 | -1.1 | -2
(26) CCN1CC(c2ccccc2)C(c2ccc(Cl)cc2)=N1 (stereo unspecified)
→ -2 | -1 | -3 | -2 | 1 | -6 | nt | 8 | -0.3 | -16
(27) Cc1cc2c(c(=O)n1CCN(C)C)C(c1ccncc1)C(C#N)=C(N)O2 (stereo unspecified)
→ 1 | -3 | -11 | nt | -2 | -5 | -0.1 | 1 | -0.5 | 3
(28) O=C1CN(C(=O)c2cc3ccccc3oc2=O)C(c2ccc(F)cc2)c2cc(Br)ccc2N1 (stereo unspecified)
→ 8 | 1 | -12 | -4 | nt | 6 | -0.9 | nt | 0.1 | 15
(29) COC(=O)Cn1cc(C#N)c2ccccc21
→ 7 | 2 | -1 | nt | -5 | -6 | 0.9 | -14 | -1.2 | -11
(30) CC(=O)Nc1ccc(S(=O)(=O)NCc2ccc(C(=O)NCc3ccc4c(c3)OCO4)cc2)cc1
→ 4 | 2 | 6 | nt | -2 | -6 | -2.4 | 7 | -2.0 | -15

The list continues:
Values run as follows: RTF Ca sens act | V-ATPase pH | dFosB act | Wnt bcat act | CAL PDZ FP-2 | Tat transport | CDK5 inh | MITF act | CAL PDZ FP-1 | Rtt109 Vps75
(31) Cn1c(=O)c2c(SCC(=O)NC3CCCC3)nc(CC(C)(C)C)nc2n(C)c1=O
→ 2 | -2 | -7 | 0 | -10 | 5 | 1.1 | 3 | -1.6 | 0
(32) O=C(CSc1nnc2ccccn12)NC(=O)NC1CCCC1
→ 13 | -5 | 1 | 1 | -1 | 20 | 2.5 | 15 | 0.8 | -2
(33) Cc1ccc(N(CC(O)CN2C(=O)NC(C)(C)C2=O)S(=O)(=O)c2ccc([N+](=O)[O-])cc2)cc1 (stereo unspecified)
→ -3 | -1 | -4 | -2 | -3 | -5 | -1.7 | 0 | -1.3 | 3
(34) Cc1nn(C)cc1/C=N/NC(=O)C(C)(C)Oc1ccc(Cl)cc1
→ 0 | 3 | -8 | -4 | -1 | 2 | 0.3 | 3 | nt | -1
(35) Cc1nnc(SCC(=O)NCc2ccccc2Cl)n(N)c1=O
→ -2 | -1 | 2 | -1 | -2 | -4 | 1.0 | 2 | -0.8 | -7
(36) CCOC(=O)C1C(=O)NCC1c1ccccc1 (stereo unspecified)
→ 1 | 1 | 1 | -2 | 0 | 13 | -0.7 | 4 | -2.5 | -1
(37) O=C(O)c1ccc(-c2ccc(O)c(F)c2)cc1
→ 5 | 3 | -5 | 0 | nt | -1 | 0.3 | 3 | -2.3 | 5
(38) CCOc1ncccc1C(=O)OC(C)C(=O)NC1CCCCC1 (stereo unspecified)
→ 3 | -4 | 2 | -2 | 0 | 3 | -0.3 | -1 | -2.7 | -10
(39) COc1ccc(CCN(C)Cc2cccc3ccccc23)cc1OC
→ -6 | 1 | 2 | -2 | -4 | 3 | 1.7 | -10 | -1.9 | 2
(40) Cc1cc(O)c(-c2ccno2)cc1Cl
→ 2 | 2 | 8 | 3 | -3 | 0 | -1.0 | 18 | -3.1 | -9
(41) CCCC(=O)N1CC(=O)Nc2ccc(F)cc2C1c1ccccc1 (stereo unspecified)
→ 2 | 5 | -2 | -3 | nt | 29 | 1.7 | -7 | -1.4 | 11
(42) Cc1[nH]c2ccc(F)cc2c1CCNC(=O)C1CCCCC1C(=O)OCC(F)(F)F (stereo unspecified)
→ -1 | 3 | -2 | 1 | 0 | 3 | 1.3 | 8 | -0.7 | 1
(43) C/C(CC(C)(C)c1ccccc1)=N\NS(=O)(=O)c1ccccc1
→ -1 | -1 | 4 | -1 | -5 | -1 | -1.1 | 6 | 0.7 | 17
(44) O=C(CSc1nnc(-c2cccnc2)o1)Nc1cccc(F)c1
→ 1 | -1 | 2 | -4 | 3 | 11 | 1.3 | 72 | 0.7 | 3
(45) O=S(=O)(Nc1ccc(-c2ccc(N3CCOCC3)nn2)cc1)c1ccc(Cl)c(Cl)c1
→ -3 | 2 | -11 | -2 | 0 | -3 | 0.7 | -5 | -5.7 | 15
(46) O=C(COC(=O)c1ccc2c(c1Cl)C(=O)c1ccccc1C2=O)NC1CCCCC1
→ 2 | 0 | 1 | -1 | 1 | -22 | 1.2 | -13 | -0.5 | -1
(47) O=C(/C=C/c1cccc(Cl)c1)OCc1cn2cc(Cl)ccc2n1
→ 1 | -2 | 3 | -3 | -7 | -7 | -0.1 | 11 | -4.0 | -1
(48) COCc1cc(=O)n2[nH]c(C)cc2n1
→ 4 | -5 | -3 | nt | -3 | -8 | -0.4 | 2 | -0.7 | -2
(49) O=C(CN1CCNC(=O)C1)NCCc1ccc(Cl)cc1Cl
→ 3 | 1 | 2 | -1 | -1 | -4 | -10 | -3 | -2.2 | -3
(50) O=C1c2ccccc2S(=O)(=O)c2cc(C(=O)N3CCC(N4CCCC4)CC3)ccc21
→ -2 | 1 | 11 | -6 | -3 | -3 | 0.5 | 2 | 0.6 | 3
(51) O=C(NCc1ccco1)C1CC(=O)N(CCc2ccccc2)C1 (stereo unspecified)
→ -2 | 0 | 1 | nt | -4 | 2 | 0.7 | 19 | 1.0 | -7
(52) CCOC(=O)CN(c1ccccn1)S(=O)(=O)c1ccccc1
→ 1 | 1 | 3 | 2 | 5 | 0 | -0.7 | -8 | -0.5 | -5
(53) N#C/C(=C/c1ccc(-c2ccc(S(=O)(=O)N3CCOCC3)cc2)o1)C(=O)NC1CC1
→ 6 | 0 | -5 | -4 | 0 | -1 | -3.7 | 6 | -0.4 | 1
(54) COc1ccccc1NC(=O)/C(C#N)=C/C=C/c1ccco1
→ 2 | -1 | -6 | nt | -5 | 8 | 2.6 | -21 | -3.1 | -1
(55) Cc1cccc(N(C(=O)Cc2cccs2)C(C(=O)NC2CCCC2)c2ccsc2)c1 (stereo unspecified)
→ 2 | 2 | -3 | nt | -1 | 0 | 0.9 | 27 | -1.3 | -4
(56) CC(C)C1Oc2ccccc2N(CC(=O)N(Cc2ccccn2)C2CC2)C1=O (stereo unspecified)
→ 6 | 2 | -5 | -1 | nt | 18 | -0.3 | nt | -0.3 | 7
(57) CCCC(c1nnnn1C1CCCC1)N1CCN(C(=O)c2ccco2)CC1 (stereo unspecified)
→ -1 | 0 | -5 | nt | 13 | -1 | 0.6 | -2 | 0.7 | -1
